NALP1 yeast inh: blocks the NALP1 inflammasome reconstituted in yeast; S. cerevisiae NALP1/ASC/caspase-1 growth, X-gal OD620, 72 h; actives 0.61% (n = 280,000); inhibition, % at 10 µM; in the data active = inhibition mostly above about 24%, no sharp cut-off; inactive = mostly below about 32%; also: some compounds called inactive have numbers as strong as hits
GPR7 antag: blocks human GPR7 receptor signaling | GPR7-expressing cells, fluorescence antagonist assay | inhibition, % at 4.4 µM | AID 1861 | P48145 | actives 1.1% (n = 290,000); in the data active = inhibition above about 16%, passing the limit was not always enough;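 also: cells stimulated with the agonist NPW; 0% = agonist with vehicle and 100% = vehicle without agonist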
Target sequence (P48145 whole entry, looked up): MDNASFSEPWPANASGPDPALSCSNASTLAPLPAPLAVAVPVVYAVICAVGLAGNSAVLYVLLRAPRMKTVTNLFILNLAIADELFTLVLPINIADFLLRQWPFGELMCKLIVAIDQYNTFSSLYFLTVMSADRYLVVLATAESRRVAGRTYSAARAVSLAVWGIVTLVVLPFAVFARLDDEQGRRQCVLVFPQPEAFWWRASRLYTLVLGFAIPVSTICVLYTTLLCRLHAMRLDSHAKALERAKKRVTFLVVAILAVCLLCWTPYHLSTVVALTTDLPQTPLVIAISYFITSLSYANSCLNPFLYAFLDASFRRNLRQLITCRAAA
IDE cell activ: activators of human insulin-degrading enzyme in cells. P14735. HEK cells, FAbeta-B cleavage, fluorescence polarization; 0% vehicle, 100% cell-free pure enzyme wells. activation, % at 5.96 µM. actives 0.073% (n = 340,000). AID 493087;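 active = activation above the mean of all tested compounds plus 3 SD, set per screening campaign, cut at about 17% in these data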
VIM-2 inhibitor: inhibitors of Pseudomonas aeruginosa VIM-2 metallo-beta-lactamase. purified VIM-2, nitrocefin hydrolysis, epi-absorbance fluorescence. inhibition, % at 5.6 µM. actives 0.89% (n = 290,000);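 active = inhibition above the mean of all tested compounds plus 3 SD, cutoff set per screening run, cut at about 7.5% in these data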;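 also: red hydrolysis product quenches plate fluorescence so inhibitors raise well fluorescence; 0% = enzyme with DMSO and 100% = DMSO without enzyme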
IMP-1 inhibitor: inhibitors of Pseudomonas aeruginosa IMP-1 metallo-beta-lactamase; AID 1556; actives 0.45% (n = 290,000); purified IMP-1, nitrocefin hydrolysis, epi-absorbance fluorescence; inhibition, % at 5.6 µM;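 active = inhibition above the mean plus 3 SD of all compounds in the same screening run, cut at about 4.5% in these data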;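 also: 0% = IMP-1 with DMSO and 100% = DMSO wells lacking enzyme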
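Assay system: purified recombinant IMP-1 beta-lactamase. Input: IMP-1 0.2 nM before substrate addition. Buffer or medium: Zinc- and detergent-supplemented HEPES buffer, pH 7.1. Schedule: 25 °C, 15 min preincubation, 25 min reaction. Signal: Epi-absorbance fluorescence, 480 nm excitation, 530 nm emission. Evaluation: percent inhibition from optical density relative to buffer-blank wells.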
pCIP destab: p/CIP protein destabilization. Q05BA5. decrease of EGFP signal, % at 10 µM. actives 0.01% (n = 290,000). F442A p/CIP-EGFP cells, EGFP fluorescence, 16 h. AID 1984;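 active = EGFP signal decrease of at least 30% at 10 µM or well 3 SD below plate mean, unless failing retest; inactive = the rest, including hits failing retest or dose response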; also: some compounds called inactive have numbers as strong as hits; many of its hits are not listed in these tables
PfM18AAP inh: PfM18AAP enzyme inhibition | recombinant PfM18AAP, H-Glu-NHMec fluorogenic cleavage | inhibition, % at 7.35 µM | actives 1.2% (n = 290,000);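 active = inhibition above the campaign mean inhibition over all tested compounds plus 3 SD, cut at about 28% in these data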;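 also: 0% = plate median of test compound wells and 100% = 2 mM ZnCl2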
PHOSPHO1 inh: inhibitors of human PHOSPHO1 phosphatase | recombinant PHOSPHO1, absorbance phosphatase assay | inhibition, % at 13.3 µM | actives 1.1% (n = 290,000) | AID 1565; in the data active = inhibition above about 60%
Target sequence (Q8TCT1 whole entry, looked up): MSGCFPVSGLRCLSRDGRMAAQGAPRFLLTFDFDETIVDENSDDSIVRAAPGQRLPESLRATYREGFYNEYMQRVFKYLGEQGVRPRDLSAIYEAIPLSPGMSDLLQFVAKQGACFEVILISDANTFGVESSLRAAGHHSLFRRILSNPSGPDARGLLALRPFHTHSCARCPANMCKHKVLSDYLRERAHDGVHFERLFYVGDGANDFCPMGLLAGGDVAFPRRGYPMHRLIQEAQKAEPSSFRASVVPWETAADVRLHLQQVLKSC
IDE cell inh: inhibits human insulin-degrading enzyme in HEK cells | P14735 | inhibition, % at 5.59 µM | AID 434962 | actives 0.41% (n = 320,000) | FAbetaB cleavage, fluorescence polarization;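 active = percent inhibition above the average of all tested compounds plus 3 SD, set per screening campaign, cut at about 16% in these data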;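 also: IDE supplied by intact live HEK cells; FP after avidin binding of uncleaved biotin substrate so inhibition keeps polarization high; 0% = DMSO wells and 100% = 60 µM reference IDE inhibitor Ii1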
* marks the source's active call; other numbers are inactive results; . = no result given.

The first 2 records as a preview:
item	NALP1 yeast inh	GPR7 antag	IDE cell activ	VIM-2 inhibitor	IMP-1 inhibitor	pCIP destab	PfM18AAP inh	PHOSPHO1 inh	IDE cell inh	Structure
1	7	-7	-3	2.2	-2.7	-8	2	0	14	Cn1c(=O)c2c(nc(SCCN3CCCCC3)n2Cc2ccccc2)n(C)c1=O
2	3	-9	4	0.1	-2.5	-14	4	32	8	O=C(Nc1ccc(S(=O)(=O)NC2=NCCCCC2)cc1)c1ccc2ccccc2n1

The listing, previewed entries included:
item	NALP1 yeast inh	GPR7 antag	IDE cell activ	VIM-2 inhibitor	IMP-1 inhibitor	pCIP destab	PfM18AAP inh	PHOSPHO1 inh	IDE cell inh	Structure
1	7	-7	-3	2.2	-2.7	-8	2	0	14	Cn1c(=O)c2c(nc(SCCN3CCCCC3)n2Cc2ccccc2)n(C)c1=O
2	3	-9	4	0.1	-2.5	-14	4	32	8	O=C(Nc1ccc(S(=O)(=O)NC2=NCCCCC2)cc1)c1ccc2ccccc2n1
3	-6	-5	2	-2.8	-4.5	-2	11	36	2	CC(=O)NNC(=O)c1csc(-c2csc(C)n2)n1
4	-8	-16	4	-1.0	-2.5	-6	-2	53	-1	O=C(CN(CC1CCCO1)C(=O)c1nsc(Cl)c1Cl)NC1CCCC1 (stereo unspecified)
5	-6	-7	2	-4.1	-1.7	2	13	47	.	CC(=O)c1cccc(NC(=S)NC2CCCCCCC2)c1
6	.	-9	-3	-2.1	-1.7	-1	-5	28	11	Cc1noc(C(=O)NC2CCCCC2)c1Cl
7	5	5	.	0.2	-2.5	-2	-2	-9	-9	COc1ccc(C(=O)NCC(=O)Nc2cccc(S(=O)(=O)NCc3ccco3)c2)cc1OC
8	8	-9	-5	-1.1	1.1	-5	4	34	-2	O=C(N/N=C/c1cccnc1)c1cc2ccccc2cc1O
9	5	-4	11	-2.2	-1.4	-12	1	10	1	O=C(NCC1COc2ccccc2O1)c1cn(Cc2ccc(F)cc2)nn1 (stereo unspecified)
10	17	-18	2	-2.7	-0.6	-2	-1	.	3	Cc1cc(C)cc(OCCCCn2cncn2)c1
11	13	-6	-3	-2.1	-2.9	9	-1	34	-2	CCCN1c2cccc3cccc(c23)S1(=O)=O
12	8	0	-3	-4.5	-1.9	9	-2	28	1	COc1ccc(OCC(=O)NCCNC(=O)c2ccccn2)cc1
13	20	-9	4	-2.1	-1.1	2	-18	6	1	Cc1cccc(-n2[nH]c(C)c(C=Nc3ccc4[nH]c(=O)[nH]c4c3)c2=O)c1
14	23	-1	4	-2.2	-0.2	-8	2	-13	6	O=C(/C=C/c1ccc([N+](=O)[O-])cc1)NCc1ccccn1
15	24	-10	-1	-3.9	-2.0	1	3	7	3	COc1cc(CCC(=O)Nc2ccc(Cl)c(C(F)(F)F)c2)cc(OC)c1OC
16	18	9	4	1.1	2.8	3	-4	33	4	Cc1ccc(S(=O)(=O)NC(=O)c2cccn2C)cc1
17	10	3	3	-5.7	-8.5	-25	-44	-3	7	O=C(CSc1nnc(Cc2cccs2)n1Cc1ccco1)Nc1ccc(Br)cc1
18	6	-18	-5	-1.5	-0.8	0	1	-10	-3	C=C(C)Cn1c(C)cc(C)c(S(=O)(=O)c2cccc(C)c2)c1=O
19	19	-1	.	-4.2	0.0	8	9	-1	0	Cc1ccc2sc(NNC(=O)c3cc(-c4cccs4)nc4ccccc34)nc2c1C
20	-5	-9	1	-2.0	-1.4	-8	0	22	.	Cc1cccc(NC(=O)c2ccc(N3C(=O)C4CCCCC4C3=O)cc2)c1C (stereo unspecified)
21	1	-3	4	-3.4	-2.0	-9	0	12	-1	Nc1c(-c2ccc(Cl)cc2)cnn1C1CCS(=O)(=O)C1 (stereo unspecified)
22	14	2	-26	0.7	1.0	-4	-9	.	15	CC(C)(CC(=O)O)CC(=O)N1CCCN(c2nccc(C(F)(F)F)n2)CC1
23	-3	0	4	-3.5	-3.6	-1	6	23	-2	Cc1ccc(OCC(=O)N/N=C/C=C/c2ccco2)cc1
24	1	-20	-2	0.3	-1.5	-9	-10	-1	1	COc1ccc(S(=O)(=O)NCC(=O)Nc2cccc(C)c2C)cc1OC
25	-10	4	-4	-2.0	-2.3	5	5	-40	2	NC(=O)C1Cc2ccccc2CN1S(=O)(=O)c1cccs1 (stereo unspecified)

As entered above.
In IDE cell activ, CC(=O)c1cccc(NC(=S)NC2CCCCCCC2)c1 has 2
In pCIP destab, CCCN1c2cccc3cccc(c23)S1(=O)=O has 9

(cont.)
item	NALP1 yeast inh	GPR7 antag	IDE cell activ	VIM-2 inhibitor	IMP-1 inhibitor	pCIP destab	PfM18AAP inh	PHOSPHO1 inh	IDE cell inh	Structure
26	0	-3	-3	-4.2	-2.6	-5	3	31	2	CN(C)S(=O)(=O)c1cc(NC(=O)COC(=O)CCc2ccccc2)ccc1Cl
27	5	15	-1	-1.7	-3.3	-2	-8	7	-6	O=C(Nc1ccc(Cl)cc1)OCc1cc(-c2ccccc2)on1
28	.	-9	0	-1.4	-2.2	-1	2	28	0	Cc1ccc(-c2cc(C(F)(F)F)n3nc(C(=O)Nc4ccon4)cc3n2)cc1C
29	-4	-4	-2	2.1	-1.6	6	-5	2	-1	O=C1c2ccc(Oc3ccc([N+](=O)[O-])cc3)cc2C(=O)N1c1ccncc1
30	-4	-5	3	-2.8	-2.1	5	6	-3	-2	CC(=O)Nc1ccc(NS(=O)(=O)c2ccccc2)cc1
31	8	-8	7	-1.5	-3.5	2	-2	-9	0	Cc1ccc(-c2nc3cc(NS(=O)(=O)c4ccc(C)cc4)ccc3o2)cc1
32	23	-7	2	-0.6	-2.2	-8	-6	-33	4	CCOc1ccc2nc(SCc3ccc(OC)cc3)sc2c1
33	4	-16	6	-1.6	-2.6	1	1	.	3	CCOC(=O)Nc1ccc2c(CN3CCC(C(=O)OC)CC3)cc(=O)oc2c1
34	0	-8	-1	0.0	-2.9	11	4	45	7	COCC(=O)NC1CCN(S(=O)(=O)c2cccc(C(C)=O)c2)CC1
35	-5	6	-4	-3.1	-0.2	-7	4	-27	0	CCOC(=O)NC(=O)CSc1nnc(C)s1
36	5	-13	2	-1.9	-1.7	-14	1	2	-3	COC(=O)C1=C(C(=O)OC)SC2(S1)C(C(=O)OC)=C(C(=O)OC)SC1=C2c2cc(C)cc(C)c2NC1(C)C
37	-14	-9	-5	0.7	-1.1	-38	7	33	-4	COCCCn1c(=O)/c(=C\c2ccccc2OC(C)C)s/c1=C(/C#N)C(=O)Nc1ccc(C(=O)O)cc1
38	.	-6	2	-1.2	-0.8	-1	-1	40	7	COc1ccc(CC(NC(C)=O)C(=O)NC2CCN(C(=O)c3ccc([N+](=O)[O-])cc3)CC2)cc1OC (stereo unspecified)
39	6	7	0	-0.1	-1.9	2	-9	-29	-2	CCn1cc(C(=O)NP(=O)(Nc2ccc(C)cc2)Nc2ccc(C)cc2)c2ccccc21
40	26	-1	-2	-2.5	-2.3	-3	3	5	-3	Cn1nnnc1SCCNS(=O)(=O)c1ccccc1
41	15	-4	2	-1.6	-2.7	-15	3	10	-1	N#Cc1c(N)oc(-c2ccccc2)c1-c1ccccc1
42	6	-8	-3	-3.5	-2.7	-7	5	28	-7	Nc1nnc(CCS(=O)(=O)c2ccc(Br)cc2)s1
43	-2	-12	6	-3.8	-2.9	-12	0	23	4	Cc1c(NC(=O)c2c(O)c3ccccc3n(C)c2=O)c(=O)n(-c2ccccc2)n1C
44	7	-7	2	-2.9	-2.2	-1	13	24	-8	CCOc1ccc(NC(=O)NNC(=O)c2cc3ccccc3cc2O)cc1
45	30	5	-4	-2.3	-2.5	0	0	23	3	Cc1oc(-c2ccccc2)cc1C(=O)Nc1ccc2ccccc2c1
46	7	-12	2	-2.6	-4.5	-22	7	6	0	O=C1CCCN1c1ccc(S(=O)(=O)NCCOc2ccccc2)cc1
47	21	5	2	3.2	0.3	8	12	40	-5	O=C(Nc1ccnn1C1CCN(C(=O)c2cccc(Cl)c2)CC1)C1CC1
48	16	5	1	-3.9	-0.6	-5	3	1	5	Cc1cc(C)c(-c2c(O)c3cnn(-c4ccccc4)c3[nH]c2=O)c(C)c1
49	-13	-8	2	-4.4	-5.8	-2	-1	16	2	N#CCO/N=C/C(=O)Nc1ccc(F)cc1F
50	6	-11	-1	-1.9	-1.0	-12	8	11	3	O=C(Nc1ccc(-c2nc3cccnc3s2)cc1)c1cccnc1Cl

Just pCIP destab and VIM-2 inhibitor, for some of the entries so far:
item | SMILES | pCIP destab | VIM-2 inhibitor
44 | CCOc1ccc(NC(=O)NNC(=O)c2cc3ccccc3cc2O)cc1 | -1 | -2.9
45 | Cc1oc(-c2ccccc2)cc1C(=O)Nc1ccc2ccccc2c1 | 0 | -2.3
46 | O=C1CCCN1c1ccc(S(=O)(=O)NCCOc2ccccc2)cc1 | -22 | -2.6

Going on with the list.
item	NALP1 yeast inh	GPR7 antag	IDE cell activ	VIM-2 inhibitor	IMP-1 inhibitor	pCIP destab	PfM18AAP inh	PHOSPHO1 inh	IDE cell inh	Structure
51	-8	-8	6	-3.5	-2.2	-9	-10	47	1	Cc1cc(C)cc(NC(=S)NC2CC3CCCC(C2)N3CC(C)C)c1 (stereo unspecified)
52	7	-1	.	-3.0	-2.0	-13	-3	32	8	COCCCN1CN(Cc2ccco2)CNC1=S
53	12	-12	1	-2.7	-2.8	-12	10	15	11	COc1cc(OC)c(OC)cc1/C=N/NC(=O)c1cc(-c2cccn2C)n[nH]1
54	11	-12	4	-4.1	-3.1	5	1	-1	3	Cc1ccc(C)c(SCC(=O)OCC(=O)Nc2ccc(S(=O)(=O)N3CCOCC3)cc2)c1

Source: PubChem

Compounds were not picked by outcome; about 5.3% have a hit in one of these screens.
